HT1080 IDH1KD tx – kills HT-1080 cells with IDH1 knockdown | HT-1080 IDH1 knockdown viability, ATP luminescence, 48 h | Potency, µM (series often up to 46.1 µM), without a hit: at the top dose activity, negative = toxicity, most hits filed as cytotoxic | 360,000 tested, 2% active;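 also: potency is read from the fitted curve at half-maximal effect; 0% = DMSO wells and -100% = cell-free medium wells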
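CellTiter-Glo luminescence after 48 h compound exposure at 37 degrees C of IDH1-knockdown HT-1080 cells in 5% FBS RPMI. %Activity scaled between DMSO wells and cell-free media wells, with curves fitted and assigned curve classes.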
HepG2 viability – counter-screen for TGF-b inhibitors: cytotoxicity in HepG2 cells | HepG2 CAGA-GFP viability, ATP luminescence, 18 h | Potency, µM (series often up to 46.1 µM), for the others: at the top dose activity change, negative = cytotoxicity, most hits filed as cytotoxic | 410,000 tested, 0.76% active; also: potency is read from the fitted curve at half-maximal effect; some results filed as inactive show a strong effect at the top dose
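HepG2 CAGA-GFP cells (1000/well, DMEM with 1% FBS) received compound, then TGF-beta at 500 pg/mL final, and were incubated 18 hours at 37 degrees C. Viability was read by CellTiter-Glo luminescence. Media-only wells were set as complete cell-killing and DMSO as no toxicity.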
ATXN2 expr inh – reduces ATXN2 reporter expression in HEK-293 cells; HEK-293 ATXN2-luciferase reporter, luminescence, 24 h; Potency, µM (doses to about 57 µM), without a hit: at the top dose activity change, negative = inhibition, actives largely listed as inhibitors; 360,000 tested, 0.72% active; AID 1745845; also: potency is read from the fitted curve at half-maximal effect; % is scaled to controls: 0 for no effect and ±100 for the full control effect; nearly all actives have a fitted effect of over 55% in size
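ATXN2-luciferase reporter cells (luciferase flanked by upstream and downstream ATXN2 gene portions) were treated 24 h at 37 °C with compounds at up to 57 uM. SteadyGlo luminescence gave expression; GF-AFC fluorescence gave viability.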
HT1080-NT tox – kills 2HG-producing HT-1080-NT fibrosarcoma cells; HT-1080-NT fibrosarcoma viability, CellTiter-Glo ATP luminescence, 48 h; Potency, µM (highest dose often 46.1 µM), for the others: top-dose activity, negative = less viability, hits mostly cytotoxic; 360,000 tested, 1.6% active;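 also: NT is the 2HG producing partner of a matched IDH1 knockdown line; potency is read from the fitted curve at half-maximal effect; 0% = DMSO-treated cells and -100% = media-only wells without cells; nearly all actives have a fitted effect of over 55% in size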
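Read-out is CellTiter-Glo luminescence after 10 minutes at room temperature, following 48 hours' compound treatment of HT-1080-NT cells (750 cells/well, RPMI, 5% FBS, 37 degrees C).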
IL1B secr inh – inflammasome signaling inhibition, IL-1 beta readout. AID 743279. THP-1 LPS/ATP IL-1B secretion, AlphaLISA, 16 h; active compounds read low. activity change, % at 57.5 µM. 360,000 tested, 4.7% active; in the data active = activity change below about -50%; inconclusive = mostly about -30% to -49%; also: % is scaled to controls: 0 for no effect and ±100 for the full control effect
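Secreted IL-1B measured by AlphaLISA bead assay after 16 h compound exposure of THP-1 cells; compounds (final up to 57.5 uM) added 1 h before LPS (250 ng/mL) and ATP (1.25 mM) stimulation; lower signal means less secretion.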
MCF10A rereplic – inducers of DNA re-replication in MCF 10A breast cells; 350,000 tested, 2.9% active; Potency, µM (series often up to 46.1 µM), for inactives: at the highest dose activity, positive = re-replication, most hits filed as activators; AID 624296; MCF 10A DNA re-replication, Hoechst nuclear intensity, 48 h; also: potency is read from the fitted curve at half-maximal effect; % of control where 0% means no effect; nearly all actives have a fitted effect of over 50% in size
SW480 rereplic – inducers of DNA re-replication in SW480 colon cancer cells | Potency, µM (top dose mostly 46.1 µM), without a hit: at the top dose re-replication activation, usual class: activators | SW480 DNA re-replication, Hoechst DNA content imaging, 48 h | AID 624297 | 340,000 tested, 1.8% active; also: potency is read from the fitted curve at half-maximal effect; % of control where 0% means no effect; nearly all actives have a fitted effect of over 55% in size
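Readout is total intensity of Hoechst-stained nuclei, excited at 405 nm and collected at 500-530 nm. Compound treatment lasted 48 hr at 37 C in 5% CO2 before staining.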
S2 tox – viability counter-screen for ATXN expression inhibitors. S2 cells (HEK-293 line with an ATXN2-luciferase reporter) viability, CellTiter-Fluor protease fluorescence, 24 h. Potency, µM (highest dose often 56.7 µM), actives largely listed as cytotoxic. 400,000 tested, 0.49% active. AID 651635; also: potency is read from the fitted curve at half-maximal effect; nearly all actives have a fitted effect of over 40% in size
KB-3-1 cytotox – kills parental KB-3-1 adenocarcinoma cells. 400,000 tested, 1.4% active. Potency, µM (doses to about 46.1 µM), inactives show at the top dose activity change, negative = cytotoxic, usual class: cytotoxic. KB-3-1 viability, CellTiter-Glo ATP luminescence, 72 h. AID 1347075; also: potency is read from the fitted curve at half-maximal effect; % is scaled to controls: 0 for no effect and ±100 for the full control effect; nearly all actives have a fitted effect of over 60% in size
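Cytotoxicity in the drug-sensitive parental line KB-3-1 was scored as loss of CellTiter-Glo luminescence following 72 h incubation with compound. Values come from curve fitting of normalized concentration-response data.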
Starred values were filed as active, the others as inactive; i = inactive; ? = inconclusive; . = no result given; [ ] = remark or other dose. Unless noted, calls follow the shape of the dose curve; as a rule, active = well fitted curve in the direction sought with a large enough effect; inconclusive = small, poorly fitted or top-dose-only effect, or another doubt; inactive = no such curve, though single readings can be large; an effect the other way counts as inactive or inconclusive.

| No. | canonical_smiles | HT1080 IDH1KD tx | HepG2 viability | ATXN2 expr inh | HT1080-NT tox | IL1B secr inh | MCF10A rereplic | SW480 rereplic | S2 tox | KB-3-1 cytotox |
| --- | --- | --- | --- | --- | --- | --- | --- | --- | --- | --- |
| 1 | CCCOc1ccc(CCc2n[nH]c(=S)n2Cc2ccccc2)cc1 | ? | -52% | -30% | ? | -10 | 21µM* | 2% | i | 11% |
| 2 | COc1cccc(Cn2c(Cn3c(-c4cnccn4)nc4ccccc43)nc3ccccc32)c1 | -28% | . | -4% | 2% | 0 | . | . | i | 2% |
| 3 | OCCCN=C1CCCc2c1[nH]c1ccc(Cl)cc21 | -4% | -26% | 15% | -2% | . | ? | -2% | i | 9.2µM* |
| 4 | O=C(CSc1nc2nccnc2c(=O)n1Cc1cccs1)Nc1ccccc1 | -1% | -42% | 17% | -3% | ? | -10% | -8% | i | -4% |
| 5 | O=C(c1cnccn1)N(Cc1cccs1)C1(C(=O)NC2CCCCC2)CCCCC1 | -11% | -12% | 0% | ? | -13 | ? | 26% | i | ? |
| 6 | O=C(Nc1cc(C(F)(F)F)ccc1N1CCOCC1)c1cnccn1 | 2% | 4% | -16% | -2% | -9 | 13% | -20% | i | -14% |
| 7 | O=C(Nc1cc(Br)ccc1O)C1CC(c2ccccc2Cl)=NO1 (stereo not given) | 9% | -57% | 5% | 13% | -4 | 7% | 3% | i | 1% |
| 8 | O=C(O)CCNc1ccc(NCCC(=O)O)c2c1C(=O)c1ccccc1C2=O | ? | -21% | . | ? | 0 | -2% | -4% | ? | ? |
| 9 | Cc1cc(NC(=O)c2ccccc2-c2ccccc2)ccc1Br | ? | 1% | -7% | ? | ? | ? | -2% | i | -18% |
| 10 | O=C(CSc1nc2ccccc2c(=O)n1-c1ccccc1)c1cccc([N+](=O)[O-])c1 | 5% | 0% | -20% | 7% | 10 | -21% | 0% | i | -4% |
| 11 | COC(=O)c1ccc(Cl)cc1NC(=O)NCCc1c(C)nn(C)c1C | . | -1% | -14% | . | . | . | . | ? | 16% |
| 12 | CCCNC(=S)Nc1ccccc1 | 13% | 9% | . | 8% | 21 | -7% | -5% | i | 1% |
| 13 | O=S(=O)(NC1CC1)c1ccc(F)c(F)c1 | 8% | 2% | 23% | 5% | -1 | 8% | -4% | i | 10% |
| 14 | Nc1nonc1C(=O)NCCNCc1cccc(Cl)c1Cl | . | -2% | -11% | . | . | . | . | i | 1% |
| 15 | CCN1CCN(S(=O)(=O)c2ccc(C(C)(C)C)cc2)CC1 | 7% | -9% | -3% | -1% | 1 | ? | 23µM* | i | -5% |
| 16 | COc1ccc(COC(=O)C2=C(C)NC(=O)NC2c2cc(Br)c(O)c(OC)c2)cc1 (stereo not given) | 4% | 2% | -9% | 4% | -24 | ? | 8% | i | 14% |
| 17 | COc1cc(C(c2c(O)nc(SC)[nH]c2=O)c2c(O)nc(SC)[nH]c2=O)cc(OC)c1OC | 2% | -32% | . | 6% | -12 | 1% | 2% | i | 1% |
| 18 | CCn1c(SCC(=O)Nc2c(C)n(C)n(-c3ccccc3)c2=O)nc2c1c(=O)n(C)c(=O)n2C | 0% | -7% | 0% | 6% | -9 | ? | 20% | i | 5% |
| 19 | CCc1cccc(NC(=O)c2nnn(Cc3ccc(SC)cc3)c2N)c1 | . | -28% | 1% | . | . | . | . | i | -4% |
| 20 | Cc1cnc(C(=O)Nc2nnc(C(C)C)s2)cn1 | -13% | -16% | -1% | 2% | -18 | 1% | -9% | i | 6% |

(next part)
The line under a structure holds: HT1080 IDH1KD tx | HepG2 viability | ATXN2 expr inh | HT1080-NT tox | IL1B secr inh | MCF10A rereplic | SW480 rereplic | S2 tox | KB-3-1 cytotox
21: O=C(CCCC(=O)Nc1cccnc1)Nc1cccnc1
→ 13% | 2% | 1% | 17% | 0 | -11% | -3% | i | 24%
22: CCCN1CNC(=S)N(c2ccccc2OC)C1
→ 15% | -1% | -3% | 9% | -4 | -5% | -34%[inhibitor] | i | 5%
23: Cc1nc(NCCc2ccccc2)c2oc3ccccc3c2n1
→ ? | -32% | -4% | -16% | 2 | -180%[0.0737 µM] | 2% | ? | ?
24: O=C(N/N=C/c1cccs1)c1ccc2c(c1)OCO2
→ 3% | -4% | -15% | 9% | 0 | -5% | -1% | i | 0%
25: COc1cc(C2C=C(Nc3ccccc3)C(=O)N2c2ccccc2)ccc1O (stereo not given)
→ -7% | -31% | 8% | -2% | ? | ? | 12% | i | 0%
26: CNC(=O)C1CCN(S(=O)(=O)c2c(C)noc2/C=C/N(C)C)CC1
→ 10% | -3% | 1% | 12% | 15 | 1% | -9% | i | ?
27: COc1cc(/C=C/C(=O)O)cc(S(=O)(=O)N2CCN(S(=O)(=O)c3ccc(Cl)cc3)CC2)c1OC
→ 14% | -19% | . | 3% | 12 | ? | -1% | i | 14%
28: CCCCCCCN1C/C=C\C(c2ccc(OC)cc2)N(Cc2ccc(F)cc2)C(=O)[C@H]1Cc1ccccc1 (stereo not given in full)
→ -1% | 2% | -2% | -4% | 4 | 45% | 0% | i | -3%
29: CC(=O)Nc1ccc(NC(=O)C(C)OC(=O)c2ccccc2NS(=O)(=O)c2cccs2)cc1 (stereo not given)
→ 1% | -11% | -12% | -5% | 16 | 11% | -17% | i | 1%
30: COc1cccc(C(=O)N2CCCc3ccccc32)c1OC
→ -3% | 1% | . | -4% | 24 | . | . | i | 7%
31: Cc1c(C)c2cc(Cl)c(O)c(CN3CCCCC3)c2oc1=O
→ 5% | 0% | -3% | -1% | 15 | 9% | 1% | i | 2%
32: [O-][n+]1ccccc1SC/C=C/c1ccccc1
→ 15% | 9% | 24% | ? | 0 | -4% | 0% | i | 5%
33: CCOC(=O)N1CCc2c(sc(NC(C)=O)c2C(N)=O)C1
→ -1% | -4% | 0% | 3% | -11 | 0% | -8% | i | 5%
34: CC(C)c1ccc(OCC(=O)N2CCc3ccccc3C2)cc1
→ -1% | -2% | 7% | 12% | -20 | ? | 4% | i | -2%
35: CCOc1ccc(N2C(=O)CC(NCC#N)C2=O)cc1 (stereo not given)
→ -2% | -5% | 4% | -1% | 1 | -2% | -11% | i | 24%
36: COc1ccc(S(=O)(=O)N2CCC(CN3C(=O)c4cccc5cccc(c45)C3=O)CC2)cc1
→ 15% | 11% | 8% | 20% | -2 | -1% | -32%[inhibitor] | i | 9%
37: COC(=O)CCCC(=O)N1CCC(n2nccc2NC(=O)CCOc2ccccc2)CC1
→ 3% | -6% | 29% | 0% | 4 | 2% | 2% | ? | .
38: C=CCc1cc(Cl)ccc1OCCCNC(C)C
→ -26% | -33% | -34% | ? | -59* | 14% | 22% | . | ?
39: Nc1ncnc(Nc2cc(C(F)(F)F)cc(C(F)(F)F)c2)n1
→ 1% | -27% | -15% | 1% | 0 | -3% | -33% | i | 0%
40: N#Cc1ccc(C(=O)OCC(=O)Nc2ccc(S(N)(=O)=O)cc2)cc1
→ 13% | 3% | -2% | 26% | 18 | -10% | -19% | ? | 12%
41: Cc1cc(F)ccc1NC(=O)c1csc2c1CCC(C)C2 (stereo not given)
→ . | -35% | 58%[activator] | . | . | . | . | i | 8%
42: O=C(CSc1ncc2c(n1)-c1cc(Cl)ccc1N(Cc1ccccc1)S2(=O)=O)Nc1ccc(F)cc1F
→ . | -4% | -7% | . | . | . | . | i | -17%
43: CCOC(=O)N1CCN(C(=O)COc2cc(C)c(Cl)c(C)c2)CC1
→ 4% | 0% | -5% | -4% | 15 | -29% | -105%[inhibitor] | i | 2%
44: COc1ccc(C(=O)CN2C(=O)NC3(CCCc4ccccc43)C2=O)cc1OC (stereo not given)
→ -2% | -19% | -8% | -2% | 0 | 4% | -15% | i | 2%
45: COc1ccc(/C=C/C(=O)Nc2nc(N)n(-c3ccccc3)n2)cc1
→ 13% | -1% | 2% | 15% | 0 | 17% | -5% | ? | -5%
46: Cc1[nH]nc2cn[nH]c12
→ 6% | 10% | 8% | 6% | 25 | 2% | -17% | i | 2%
47: O=C(NCCCN1CCOCC1)C(=O)N/N=C/c1ccccc1O
→ -10% | -24% | -16% | -7% | 29 | -2% | ? | i | 2%
48: CC1CCCCC1NC(=O)C1CCCN(S(=O)(=O)c2ccc(-n3cnnn3)cc2)C1 (stereo not given)
→ -4% | 1% | -11% | -10% | -9 | 3% | 10% | i | -7%
49: Cc1cnc(NC(=O)COc2ccccc2Cl)s1
→ -25% | -20% | -75% | -1% | 11 | 0% | -2% | i | -3%
50: CC(/C=N/Nc1nnc(C)c(=O)[nH]1)=C\c1ccccc1
→ -15% | 2% | 31%[activator] | -5% | 34 | -4% | -4% | i | 20%
51: COc1ccccc1OCC(=O)Nc1ccc(N2CCCCC2)cc1
→ 3% | 3% | -10% | 15% | -2 | 10% | 1% | ? | 4%

Ordered by length of the SMILES (ascending): some entries from above
The line under a structure holds: HT1080 IDH1KD tx | HepG2 viability | ATXN2 expr inh | HT1080-NT tox | IL1B secr inh | MCF10A rereplic | SW480 rereplic | S2 tox | KB-3-1 cytotox
35: CCOc1ccc(N2C(=O)CC(NCC#N)C2=O)cc1 (stereo not given)
→ -2% | -5% | 4% | -1% | 1 | -2% | -11% | i | 24%
11: COC(=O)c1ccc(Cl)cc1NC(=O)NCCc1c(C)nn(C)c1C
→ . | -1% | -14% | . | . | . | . | ? | 16%
36: COc1ccc(S(=O)(=O)N2CCC(CN3C(=O)c4cccc5cccc(c45)C3=O)CC2)cc1
→ 15% | 11% | 8% | 20% | -2 | -1% | -32%[inhibitor] | i | 9%

Source: PubChem BioAssay (National Center for Advancing Translational Sciences (NCATS))

The order is random; about 8.9% have a hit in one of these screens.
